ZTA counter = ZTA (EBV) inhibition in EBNA-1 counter-screen; P03206; ZTA-DNA binding, fluorescence polarization; inhibition, % at 11 µM; 0.15% of 320,000 active; AID 2234; in the data active = inhibition above about 33%
Target sequence (P03206 whole entry, looked up): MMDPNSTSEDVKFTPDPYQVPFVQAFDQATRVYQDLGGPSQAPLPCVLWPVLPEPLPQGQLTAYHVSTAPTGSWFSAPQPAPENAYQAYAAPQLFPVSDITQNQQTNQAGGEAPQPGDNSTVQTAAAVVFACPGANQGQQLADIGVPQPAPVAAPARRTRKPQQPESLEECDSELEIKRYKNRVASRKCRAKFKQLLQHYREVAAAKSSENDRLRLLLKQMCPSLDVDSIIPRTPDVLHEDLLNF
Efflux pump inh = inhibitors of Candida efflux pumps in yeast, primary screen, S. cerevisiae, Nile Red, multiplex; AID 485275, 2010; S. cerevisiae Candida pump triplex; inhibition, % at 10 µM; 0.44% of 330,000 active;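 active = plate passing quality check with inhibition over a set limit, or well fluorescence over plate mean plus 4 SD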;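 note: Nile Red retained in pooled yeast measured as flow cytometry median fluorescence; 0% = buffer negative control and 100% = Enniatin B positive control; higher means more Nile Red kept so more efflux inhibition; some compounds called inactive have numbers as strong as hits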
PREPL inhibitor = PREPL enzyme inhibitors, primary screen, biochemical, fluorescence polarization | 0.68% of 320,000 active | inhibition, % at 5.96 µM | Prolyl endopeptidase-like (Homo sapiens), Q4J6C6 | recombinant PREPL, fluorescence polarization activity-based probe; in the data active = inhibition above about 43%;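 note: 0% = enzyme with DMSO and 100% = wells lacking enzyme; many of its hits are not listed in these tables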
HCV core dimer = inhibitors of HCV core protein dimerization, primary screen, biochemical, TR-FRET, high-throughput | AID 1899, 2009 | 0.33% of 300,000 active | inhibition, % at 5 µM | TR-FRET GST/Flag-core106 dimerization, 1536-well;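 active = inhibition above the mean of all tested compounds plus 3 SD, set per screening campaign, cut at about 45% in these data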
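test system = GST/Flag-tagged HCV core106 proteins | probe or stimulus = Eu donor and XL665 acceptor anti-tag antibodies | times = compound-protein-antibody incubation 4 h at 22.5 °C | signal = TR-FRET, excitation 340 nm, emission 617 and 671 nm | measure = percent inhibition of core106 dimerization signal | controls = wells lacking GST-core106 and wells with excess unlabelled core106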
Fh CTSL1 inh = Fasciola hepatica cathepsin L1 inhibitors, primary screen, counter-screen for PFM18AAP inhibitor project, biochemical, QFRET, fluorogenic peptide substrate | recombinant F. hepatica cathepsin L1, Z-Leu-Arg-MCA fluorescence | inhibition, % at 5.96 µM | 0.49% of 300,000 active;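 active = inhibition above the mean of all tested compounds plus 3 SD, set per screening campaign, cut at about 17% in these data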;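 note: 0% = plate median of test compound wells and 100% = 1 µM Z-Phe-Ala-diazomethylketone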
PP5 primary = PP5 phosphatase inhibitors, primary screen, biochemical, fluorescence; Serine/threonine-protein phosphatase 5 (Homo sapiens), P53041; inhibition, % at 6.7 µM; 0.18% of 320,000 active; purified PP5c, OMFP substrate fluorescence;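 active = inhibition above the campaign's mean inhibition across all tested compounds plus 3 SD, cut at about 9.5% in these data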;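 note: 0% = DMSO only and 100% = 100 µM cantharidin control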
PP1 counter = PP1-alpha phosphatase inhibitors, primary screen, counter-screen for PP5 inhibitor project, biochemical, fluorescence, OMFP substrate, single point; inhibition, % at 6.7 µM; Serine/threonine-protein phosphatase PP1-alpha catalytic subunit (Homo sapiens), P62136; purified PP1alpha; AID 2235, 2010; 0.9% of 320,000 active;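 active = inhibition above the mean inhibition of all tested compounds plus 3 SD, computed separately for each screening campaign, cut at about 15% in these data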
Target sequence (P62136 whole entry, looked up): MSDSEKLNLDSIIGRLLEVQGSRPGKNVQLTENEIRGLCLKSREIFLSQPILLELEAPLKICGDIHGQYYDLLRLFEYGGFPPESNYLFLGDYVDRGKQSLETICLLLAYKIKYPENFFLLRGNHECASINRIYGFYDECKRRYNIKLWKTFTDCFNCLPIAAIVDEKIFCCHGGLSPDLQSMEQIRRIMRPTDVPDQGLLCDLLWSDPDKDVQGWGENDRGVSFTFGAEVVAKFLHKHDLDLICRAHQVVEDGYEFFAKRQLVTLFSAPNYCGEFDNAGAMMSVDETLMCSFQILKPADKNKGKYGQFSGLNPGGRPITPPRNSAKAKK
TPT1 inh = Candida albicans TPT1 enzyme inhibitors, primary screen, biochemical, fluorescence polarization; recombinant caTPT1, FP RNA substrate dephosphorylation; AID 1962, 2009; inhibition, % at 5 µM; 0.81% of 300,000 active;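 active = inhibition above the mean of all tested compounds plus 3 SD, set per screening campaign, cut at about 24% in these data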;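 note: plate controls were DMSO alone for no effect and ferristatin control at 100 nM for full effect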
EBNA-1 inh = EBNA-1 DNA-binding inhibitors, primary screen, biochemical, fluorescence polarization. inhibition, % at 14.8 µM. 0.34% of 300,000 active. AID 1950, 2009; in the data active = inhibition above about 28%
An asterisk follows results filed as active; . = not tested or not shown. Only part of the results is shown; rates above refer to the full screens.

1) COc1ccc(/C=N/NC(=O)c2c([N+](=O)[O-])c(C)nn2C)cc1
2) O=C(NCc1ccccn1)c1cc(-c2ccccc2Cl)on1
3) COc1ccc(CC(=O)NC(=S)NNC(=O)COc2c(C)cccc2C)cc1
4) Cc1nc2cc(NS(=O)(=O)c3ccccc3F)ccc2s1
5) Nc1ccccc1SC(C[N+](=O)[O-])c1ccccc1 (stereo not given)
entry no.,1,2,3,4,5
ZTA counter,-4,-2,5,-25,-5
Efflux pump inh,0.2,0.1,1.8,-0.1,-0.1
PREPL inhibitor,-4,-2,2,4,9
HCV core dimer,-5,2,0,3,-5
Fh CTSL1 inh,-1,-3,-5,-1,0
PP5 primary,-1.4,1.5,-0.1,-1.0,0.5
PP1 counter,-2,-5,1,0,-1
TPT1 inh,-1,1,-4,1,-4
EBNA-1 inh,-4,-2,-4,2,3

In another format: 5 of the compounds above
Every second line gives: ZTA counter, Efflux pump inh, PREPL inhibitor, HCV core dimer, Fh CTSL1 inh, PP5 primary, PP1 counter, TPT1 inh, EBNA-1 inh
(1) COc1ccc(/C=N/NC(=O)c2c([N+](=O)[O-])c(C)nn2C)cc1
 : -4, 0.2, -4, -5, -1, -1.4, -2, -1, -4
(3) COc1ccc(CC(=O)NC(=S)NNC(=O)COc2c(C)cccc2C)cc1
 : 5, 1.8, 2, 0, -5, -0.1, 1, -4, -4
(4) Cc1nc2cc(NS(=O)(=O)c3ccccc3F)ccc2s1
 : -25, -0.1, 4, 3, -1, -1.0, 0, 1, 2
(5) Nc1ccccc1SC(C[N+](=O)[O-])c1ccccc1 (stereo not given)
 : -5, -0.1, 9, -5, 0, 0.5, -1, -4, 3
(2) O=C(NCc1ccccn1)c1cc(-c2ccccc2Cl)on1
 : -2, 0.1, -2, 2, -3, 1.5, -5, 1, -2

The list goes on.
6) Cc1ccc(-n2c(CCc3ccccc3)nnc2SCC(=O)NCc2ccccc2)cc1C
7) CCCNC(=O)c1ccc(SCC(=O)N(CC)CC)c([N+](=O)[O-])c1
8) O=C(NCc1cccnc1)c1ccc(NS(=O)(=O)c2ccc(F)cc2)cc1
9) CCC(=O)N=c1sc2c(OC)ccc(OC)c2n1C
10) Cc1sccc1/C=N/NC(=O)c1ccco1
entry no.,6,7,8,9,10
ZTA counter,5,-4,4,-1,2
Efflux pump inh,0.0,0.2,0.3,0.0,0.0
PREPL inhibitor,12,-3,-4,-8,-8
HCV core dimer,18,-5,-2,-9,-5
Fh CTSL1 inh,5,-1,0,1,4
PP5 primary,4.3,1.8,0.1,0.6,2.0
PP1 counter,6,3,-3,2,-2
TPT1 inh,-1,5,2,1,1
EBNA-1 inh,-2,8,16,6,2

Part of the list above, tab-delimited.
item	molecule	ZTA counter	Efflux pump inh	PREPL inhibitor	HCV core dimer	Fh CTSL1 inh	PP5 primary	PP1 counter	TPT1 inh	EBNA-1 inh
8	O=C(NCc1cccnc1)c1ccc(NS(=O)(=O)c2ccc(F)cc2)cc1	4	0.3	-4	-2	0	0.1	-3	2	16
9	CCC(=O)N=c1sc2c(OC)ccc(OC)c2n1C	-1	0.0	-8	-9	1	0.6	2	1	6
10	Cc1sccc1/C=N/NC(=O)c1ccco1	2	0.0	-8	-5	4	2.0	-2	1	2

Carrying on.
11) COc1ccc([C@H]2CC(=O)C=C(c3cccc(C(C)C)c3)C2)cc1
12) CCOc1ccc(NC(=O)C2CCN(S(=O)(=O)c3c(C)noc3C)CC2)cc1
13) COc1ccc(CN2CC(C(=O)NCCCN3CCN(C)CC3)CC2=O)cc1 (stereo not given)
14) O=C(NC1CCCc2ccccc21)C12CC3CC(CC(O)(C3)C1)C2 (stereo not given)
15) CCc1ccc(-c2cc(C)no2)cc1S(=O)(=O)Nc1cc(C)ccn1
entry no.,11,12,13,14,15
ZTA counter,-4,3,8,-13,8
Efflux pump inh,-0.1,-0.1,0.2,-0.1,-0.1
PREPL inhibitor,14,0,13,9,8
HCV core dimer,.,3,1,-2,3
Fh CTSL1 inh,.,-3,2,4,7
PP5 primary,3.4,-0.1,-0.1,-3.2,0.1
PP1 counter,2,1,-1,-1,-3
TPT1 inh,.,1,3,-2,2
EBNA-1 inh,.,0,-3,7,-6

The list goes on, starting with the last 2 of the part before.
14) O=C(NC1CCCc2ccccc21)C12CC3CC(CC(O)(C3)C1)C2 (stereo not given)
15) CCc1ccc(-c2cc(C)no2)cc1S(=O)(=O)Nc1cc(C)ccn1
16) Cc1ccc2nc(-c3ccc(NC(=O)c4ccco4)cc3)[nH]c2c1
17) CC(C)NC(=O)c1ccccc1NC(=O)C1CC(=O)N(C(C)C)C1 (stereo not given)
18) CCOC(=O)CNC(=O)c1cccs1
19) O=C(N/N=C/c1ccccc1C(=O)O)C(=O)N1CCCCC1
20) O=c1[nH]ncc2c3ccccc3n(Cc3ccccc3)c12
entry no.,14,15,16,17,18,19,20
ZTA counter,-13,8,4,4,-21,1,1
Efflux pump inh,-0.1,-0.1,0.2,0.0,0.0,0.0,-0.1
PREPL inhibitor,9,8,3,10,11,0,-27
HCV core dimer,-2,3,-6,-3,-3,3,5
Fh CTSL1 inh,4,7,4,-7,-3,-3,2
PP5 primary,-3.2,0.1,3.0,0.0,2.3,3.3,1.6
PP1 counter,-1,-3,8,-3,3,-4,3
TPT1 inh,-2,2,-1,4,-1,-1,-5
EBNA-1 inh,7,-6,19,-8,-2,7,1

21) CC(C)NC(=S)N/N=C/c1ccccc1[N+](=O)[O-]
22) CCN(CC)CCN1C(=O)C(=O)/C(=C(/O)c2ccc(S(=O)(=O)N3CCOCC3)cc2)C1c1ccc(C)cc1 (stereo not given)
23) Cc1cc(C)c2c(N)c(C(=O)Nc3cccc(C)c3C)sc2n1
24) CC1CCN(C(=O)CSc2nc3ccccc3c(=O)n2Cc2ccc3c(c2)OCO3)CC1
25) CCCN(Cc1ccccc1)C(=O)Nc1ccc2c(c1)nnn2C
26) CCOc1ccccc1-n1c(SCC(=O)N2CCCC2)nnc1-c1ccc(O)cc1
27) Cn1c(C(=O)N2CCCC(C(=O)NCCCc3ccccc3)C2)cc2sccc21 (stereo not given)
28) O=[N+]([O-])c1cc([N+](=O)[O-])c(Oc2cncc(Cl)c2)cc1NN1CCCCC1
entry no.,21,22,23,24,25,26,27,28
ZTA counter,6,7,-6,2,1,7,-4,20
Efflux pump inh,0.0,-0.3,0.9,0.1,0.2,-0.2,0.6,-0.1
PREPL inhibitor,3,-2,14,10,11,7,4,5
HCV core dimer,3,4,0,9,-6,-5,2,-2
Fh CTSL1 inh,0,0,7,0,2,-4,-3,-1
PP5 primary,-0.5,1.9,0.2,2.5,3.7,2.0,4.6,1.0
PP1 counter,-4,1,-1,8,-2,-2,0,-3
TPT1 inh,0,0,0,-4,-6,-1,1,-1
EBNA-1 inh,0,-12,-9,7,-2,11,4,9

Compound activity: PubChem BioAssay, several laboratories
